aSyn yeast rescue – inhibitors of alpha-synuclein toxicity in yeast. Potency, µM (doses to about 46.1 µM), inactives show at the highest dose growth rescue (activation), hits mostly activators. S. cerevisiae alpha-synuclein toxicity rescue, BacTiter-Glo growth, 24 h. actives 0.02% (n = 94,000). AID 1347070; active means well fitted activation curve with a large enough effect; inconclusive means small, poorly fitted or top-dose-only effect; further: 0% is about no effect
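Growth restoration measured by BacTiter-Glo luminescence after 24 hr at 30 deg C; alpha-synuclein yeast, raffinose-pregrown to mid-log, were added at OD600=0.02 in galactose medium onto pinned compounds.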
Starred values were filed as active, the others as inactive; ? = inconclusive; [ ] = dose if it differs, or a comment. Potency means the concentration at half of the fitted maximal effect. An excerpt (hit frequency here may not be typical).

no. | SMILES | aSyn yeast rescue
1 | Cc1ccc(NC(=O)CCC(=O)N/N=C/c2coc3ccccc3c2=O)cc1 | 7%
2 | CNS(=O)(=O)c1cc(NC(=O)c2cnc(SC)n2-c2ccccc2)ccc1C | -4%
3 | COCCNC(=O)C[C@@H]1C[C@H]2c3cc(NC(=O)Nc4ccc(F)cc4)ccc3O[C@H]2[C@H](CO)O1 | -9%
4 | CN(C)c1cccc(C(=O)N2CCC(c3ccncc3)CC2)c1 | -11%
5 | O=C(/C=C/c1ccccc1)Nc1nc2n(n1)C(c1ccc(F)cc1)C=C(c1ccccc1)N2 (configuration not stated) | 0%
6 | CC(/C=N/n1c(-c2ccccn2)n[nH]c1=S)=C\c1ccccc1 | 0%
7 | COc1ccc(NC(=O)C2=C(C)Nc3nc(SC)nn3C2c2cc(OC)ccc2OC)cc1 (configuration not stated) | -1%
8 | CC(C)(C)c1ccc(C(=O)NCCC(=O)N2CCCC2)cc1 | -3%
9 | O=C(CNc1ccccc1F)Nc1cccc2ccccc12 | 10%
10 | Cc1ccc(N(C(=O)CCCC(=O)Nc2ccccn2)C(C(=O)NC2CCCC2)c2ccc(O)cc2)cc1C (configuration not stated) | -9%
11 | CCN(Cc1ccccc1)C(=O)Cn1c(=O)n(-c2ccc(F)c(Cl)c2)c(=O)c2sc3ccccc3c21 | -4%
12 | CCOc1ccc(C(=O)c2cn(Cc3cccc(OC)c3)c3cc4c(cc3c2=O)OCO4)cc1 | 0%
13 | O=C(NCC1CCCO1)C(c1ccc(F)cc1)N(CCCN1CCOCC1)C(=O)c1ccc(-c2ccccc2)[nH]1 (configuration not stated) | 4%
14 | Cc1nc(C)c(-c2ccc(SCC(=O)Nc3ccc(F)c(F)c3)nn2)s1 | -9%
15 | Cc1ccc(NC(=O)CN2CCCCCC2)cc1[N+](=O)[O-] | -2%
16 | COc1ccc(N(Cc2ccccc2)S(=O)(=O)c2cccc(C(=O)O)c2)cc1 | -5%
17 | Cc1ccc(-c2cc(C(=O)N3CCOCC3)c3cc(C)ccc3n2)cc1 | -14%
18 | Cc1ccc(S(=O)(=O)N2C[C@H]3C(=O)C[C@@H](c4ccc(Cl)cc4)N(S(=O)(=O)c4ccccc4C)[C@H]3C[C@H]2c2ccc(Cl)cc2)cc1 | -6%
19 | CCOC(=O)c1c(S(=O)(=O)N2CCC(C(=O)NCc3cccc(C)c3)CC2)c(C)n(C)c1C | 1%
20 | CSc1ncnc2c1ncn2CCCN(C)Cc1ccco1 | 1%
21 | COc1ccc(OC)c(CCNC(=O)c2cnn(-c3ccccc3Cl)c2C2CCN(C(=O)OC(C)(C)C)CC2)c1 | 0%
22 | CCc1cccc(NC2c3ccccc3C(=O)N2c2cccnc2)c1 (configuration not stated) | -2%
23 | Cc1ccc(CN2CCCn3nc(C(=O)NCc4ccc(OC(C)C)cc4)cc3C2=O)cc1 | 2%
24 | CCOc1cc(/C=N/NC(=O)Nc2ccccc2)ccc1O | -17%
25 | Cc1cc(C)cc(OCC(=O)Nc2cccc3cccnc23)c1 | 6%
26 | Cc1noc(-c2ccc(-c3noc(-c4ccc(F)cc4)n3)cc2)n1 | -3%
27 | CC(C)OP(=O)(OC(C)C)C(NC(=O)c1ccccc1)C(N)=O (configuration not stated) | -6%
28 | Cc1ccc(NC(=O)c2ccc(NC(=O)N3CCSc4nc(C)cc(C)c43)cc2)c(Cl)c1 | -10%
29 | CC(C)CCNC(=O)C(=O)Nc1c2c(nn1-c1ccccc1)CS(=O)(=O)C2 | -4%
30 | O=C(c1cc2c(s1)-c1ccccc1OC2)N1CCN(c2ccccc2F)CC1 | -20%
31 | O=C(CCNC(=O)c1ccccc1Cl)NCCC1=CCCCC1 | -3%
32 | Cc1c(Cl)c([N+](=O)[O-])nn1CC(=O)N1CCN(C23CC4CC(CC(C4)C2)C3)CC1 | -9%
33 | COc1ncnc2c1ncn2CCCN1CCN(c2ncccn2)CC1 | -4%
34 | CCCSc1nc2sc3c(c2c(=O)n1-c1ccc(C)c(Cl)c1)CCN(C(C)=O)C3 | 18%
35 | O=C(COC(=O)c1ccc(S(=O)(=O)N2CCOCC2)cc1)NCc1ccco1 | -2%
36 | COc1cccc(CNC(=O)CCC(=O)N2CC3CCCN3c3ccccc32)c1 (configuration not stated) | 7%
37 | Cc1ccc(C(=O)N/C(=C\c2ccccc2F)c2nc(=S)[nH][nH]2)cc1 | -41%[inhibitor]
38 | O=C(CC1CCCC1)NNC(=O)c1ccccc1O | 10%
39 | Cc1csc2nc(COC(=O)c3ccc(NC(=O)C(C)Oc4ccccc4)cc3)cc(=O)n12 (configuration not stated) | 14%
40 | O=C(NCc1ccccc1Cl)C(=O)NCC1CCCN1S(=O)(=O)c1cccs1 (configuration not stated) | -6%

A different layout for part of the listing above:
34) CCCSc1nc2sc3c(c2c(=O)n1-c1ccc(C)c(Cl)c1)CCN(C(C)=O)C3
  aSyn yeast rescue: 18%

35) O=C(COC(=O)c1ccc(S(=O)(=O)N2CCOCC2)cc1)NCc1ccco1
  aSyn yeast rescue: -2%

39) Cc1csc2nc(COC(=O)c3ccc(NC(=O)C(C)Oc4ccccc4)cc3)cc(=O)n12 (configuration not stated)
  aSyn yeast rescue: 14%

38) O=C(CC1CCCC1)NNC(=O)c1ccccc1O
  aSyn yeast rescue: 10%

Next part
no. | SMILES | aSyn yeast rescue
41 | CCCCOC(=O)n1c(=O)oc2ccc(S(=O)(=O)N3CCCCC3)cc21 | -15%
42 | CCOc1ccc(CNC(=O)CCc2c(C)nn(-c3ccc(N4CCCCC4)nn3)c2C)cc1 | -5%
43 | S=C(NCc1ccc2c(c1)OCO2)NC1CC1 | -13%
44 | CN(C)S(=O)(=O)c1cccc(NC(=O)CNc2cccc(S(=O)(=O)N3CCCCC3)c2)c1 | 3%
45 | Cc1ccc(C(=O)n2nc(-c3ccco3)nc2NCc2cccs2)cc1 | -4%
46 | COc1ccc(NC(=O)CCNC(=O)Cn2cnc3sc4c(c3c2=O)CCCC4)c(OC)c1 | -10%
47 | O=C(CN1CCN(Cc2ccccc2)CC1)NC(c1ccccc1)c1ccccc1 | 0%
48 | COc1ccc(-n2c(/C=C/c3ccccc3F)nc3cc(OC)c(OC)cc3c2=O)cc1Cl | -4%
49 | COc1ccccc1N/C=C/C(=C(C#N)C#N)N(C)C | 6%
50 | O=C(O)CCCNc1ccc([N+](=O)[O-])c(NCCCC(=O)O)n1 | 0%
51 | Cc1ccc(OCCNC(=O)/C=C/c2ccco2)cc1C | 16%
52 | Cc1cc(S(=O)(=O)Nc2ccc(N3CCOCC3)cc2)ccc1Br | ?
53 | CC(=O)N(Cc1cccnc1)c1nc2cc(C)cc(C)c2s1 | 3%
54 | CCCCCC(=O)Nc1cc(S(=O)(=O)N2CCOCC2)ccc1N1CCCCC1 | -1%
55 | Cc1ccc(C(=O)OCC(=O)NC2CCCC(C)C2C)s1 (configuration not stated) | 0%
56 | Cc1ccc(C)c(NC(=O)CSc2nncn3c2cc2sccc23)c1 | 0%
57 | Cc1ccccc1CS(=O)(=O)Cc1ccc(C(=O)NCCc2ccccc2)o1 | 3%
58 | COc1ccc(N2CCN(c3ccc(-c4nc(-c5ccccc5C)no4)cc3[N+](=O)[O-])CC2)cc1 | 7%
59 | Cc1ccc(NC(=O)NC(=O)CN2CCN(c3ccc(O)cc3)CC2)c(C)c1 | 13%
60 | CCOC(=O)C1CCCN(C(=O)c2cc3ccccc3oc2=O)C1 (configuration not stated) | -3%
61 | O=C(c1ccc(Br)cc1)N1CCN(CCc2ccncc2)CC1 | -19%
62 | CCOC(=O)c1cc2c(=O)n3ccccc3nc2n(CC2CCCO2)c1=NC(=O)c1cccc(C)c1 (configuration not stated) | 8%
63 | Cn1c(=O)c2sccc2n2c(CCC(=O)N3CCN(c4cccc(Cl)c4)CC3)nnc12 | -7%
64 | COC(=O)c1c(C(=O)OC)c(-c2ccc(Cl)cc2)n2c1CS(=O)(=O)C2 | -17%
65 | CN(C)c1ncc(CN2CCC(CO)(CCCc3ccccc3)CC2)s1 | 1%
66 | CCN1CCN(Cc2nc3cc(NC(=O)c4cccc([N+](=O)[O-])c4)ccc3n2CC)CC1 | -8%
67 | O=C(CSc1nc(O)c(C/C=C/c2ccccc2)c(=O)[nH]1)Nc1cccc(F)c1 | -6%
68 | Cc1ccc(NC(=S)N/N=C/c2c(C)nn(-c3ccccc3)c2N2CCCC2)cc1 | -5%
69 | CCOC(=O)c1c(/N=C/c2ccc(C)cc2O)sc2c1CCN(C)C2 | -6%
70 | CCOc1ccc(/C=N/Nc2ccccc2)cc1 | 4%
71 | COc1cccc(NC(=O)CS(=O)(=O)c2cccc3nsnc23)c1 | 2%
72 | C#CCN(C[C@H]1[C@H](OC(=O)NC2CCCC2)[C@H](OC(=O)NC2CCCC2)C[C@H]2C(=O)N(c3ccccc3)C(=O)[C@@H]12)S(=O)(=O)c1ccc(C)cc1 | 8%
73 | COc1cc(NC(=O)SC2=NCCS2)cc(OC)c1 | 4%
74 | CC(=O)Nc1ccc(S(=O)(=O)NC2CCSc3ccccc32)cc1 (configuration not stated) | 4%
75 | Cc1ccc(Cl)cc1N1CCN(C(c2ccc(F)cc2)c2nnc(-c3ccccc3)o2)CC1 (configuration not stated) | 9%
76 | O=C(Nc1nnc(S(=O)(=O)Nc2ccccc2)s1)c1ccccc1Cl | 6%
77 | O=C(NCCc1ccccc1)c1ccc2c(c1)N(Cc1ccc(F)cc1Cl)C(=O)CS2 | 0%
78 | Cc1cc(C)c(NC(=O)Cn2nc(-c3ccncc3)ccc2=O)c(C)c1 | 2%
79 | CC(C)c1ccc2oc(-c3cc(NC(=O)c4cccnc4)ccc3Cl)nc2c1 | 24%
80 | CCCNC(=O)N(C)C[C@@H]1Oc2cc(C#CC(C)(C)O)ccc2S(=O)(=O)N([C@H](C)CO)C[C@H]1C | 7%
81 | COc1ccc(-c2cc(C(=O)N(C)CC(=O)Nc3ccccc3Br)c3ccccc3n2)cc1OC | -2%
82 | Cc1c(Cl)cccc1-n1ncc(C(=O)N2CCN(c3ncccn3)CC2)c1C1CCN(C(=O)OC(C)(C)C)CC1 | 10%
83 | CC1C(=O)Nc2ccc(S(=O)(=O)N3CCCCC3)cc2NC1=O (configuration not stated) | -15%
84 | CCC(=O)Nc1ccc2nc(SCc3ccccc3)sc2c1 | -12%
85 | CC(C)CC(=O)Nc1ccc2c(c1)nc(CCN1CCCCC1)n2C | -10%
86 | COc1ccccc1CNc1nc2ccccc2c2nc(-c3cccnc3)nn12 | -3%
87 | O=C(NCCC1CCCCN1S(=O)(=O)c1ccccc1)C(=O)NC1CCCC1 (configuration not stated) | -1%
88 | COc1ccc(C2=C(C)C(=O)N(Cc3ccc(C(=O)Nc4cc(C)ccc4C)cc3)S2(=O)=O)cc1 | 10%
89 | CC(=O)C1=C(O)CC(c2ccccc2)CC1=NCCc1c(C)[nH]c2ccccc12 (configuration not stated) | 0%
90 | CCOC(=O)c1cc2c(=O)n3ccccc3nc2n(CCCOC)c1=NC(=O)C(C)Oc1ccccc1 (configuration not stated) | 4%
91 | Cc1ccc(NC(=O)c2ccc(F)c(S(=O)(=O)N3CCc4ccccc4C3)c2)cc1F | 0%
92 | CC(C)(C)OC(=O)N1Cc2cc3ccccc3nc2C1 | 4%
93 | CC(NC(=O)c1ccccc1)C(c1cccs1)N1CCOCC1 (configuration not stated) | -1%
94 | COc1cccc(Cn2c(=O)n(CC3CCC(C(=O)N4CCOCC4)CC3)c(=O)c3sccc32)c1 (configuration not stated) | -3%
95 | COCCc1nn2c(=O)cc(COC(=O)COc3ccc(F)cc3)nc2s1 | -9%
96 | Cc1ccc(OCC(=O)Nc2ccc3c(c2)nc(CCN2CCN(c4ccccn4)CC2)n3C)cc1 | 5%
97 | CCOc1ccc2c(c1)NC(c1cccs1)=NC(c1ccc(F)cc1)=N2 | -2%
98 | Cc1ccc(S(=O)ONc2cccc(NOS(=O)c3ccc(C)cc3)c2)cc1 (configuration not stated) | -6%
99 | COc1ccccc1N1CCN(c2nc3ccc(C(=O)c4ccccc4)cc3n3c(C)nnc23)CC1 | -3%
100 | COc1ccc(C)cc1NS(=O)(=O)c1ccc2c(c1)CCCN2C(C)=O | 3%

(listing goes on)
no. | SMILES | aSyn yeast rescue
101 | CCn1c(C(=O)N2CCC(C(=O)NCCc3ccc(OC)cc3OC)CC2)cc2sccc21 | -2%
102 | Cc1ccc(NC(=O)CCc2c(C)nc3c(-c4ccc(F)cc4)c(C)nn3c2C)cc1F | -4%
103 | CCOC(=O)c1cc(-c2sc(NC(=O)c3ccccc3)nc2C)n(-c2ccc(Br)cc2)n1 | 2%
104 | CC(C(=O)Nc1ccccc1Cl)N(c1ccccc1)S(C)(=O)=O (configuration not stated) | 8%
105 | COc1ccccc1CNC(=O)c1cnc(N2CCCC2)nc1C | 0%
106 | CC(C)OCCCn1c(=O)c2ccccc2n2c(-c3ccc(F)c(F)c3)nnc12 | -4%
107 | CC(C)(C)N(CC#CCC(O)(c1ccccc1)C1CCCC1)CCO (configuration not stated) | 0%
108 | CN(C)S(=O)(=O)c1ccc(N2CCCC2)c(C(=O)OCC(=O)NC2(C#N)CCCCC2)c1 | -7%
109 | Cc1ccc(S(=O)(=O)N2CCN(C(=O)C(C)Cn3cncn3)CC2)cc1C (configuration not stated) | 8%
110 | COc1cccc(OCC(=O)O)c1 | 7%
111 | COc1ccc(OC)c(NS(=O)(=O)c2ccc(N3CCCCS3(=O)=O)cc2)c1 | -3%
112 | Cc1cc(F)ccc1NC(=O)Cn1cc(S(=O)(=O)NC(C)C)c(S(=O)(=O)NC(C)C)c1 | 0%
113 | Nc1ccccc1C#Cc1ccc([N+](=O)[O-])cc1 | -12%
114 | Cc1nc(SCC(=O)NCc2ccc(F)cc2)c2c(=O)n(C)c(=O)n(C)c2n1 | 9%
115 | COc1ccccc1OCCNC(=O)CN1C(=O)NC2(CCCC2)C1=O | 4%
116 | Cc1cc(C)c2c(-n3cccc3)c(C(=O)NCCc3ccccc3)sc2n1 | -2%
117 | CS(=O)(=O)c1cnc2c(S(=O)(=O)c3ccccc3)cnn2c1N | 2%

2 successive records already listed, for reference:
no. | SMILES | aSyn yeast rescue
103 | CCOC(=O)c1cc(-c2sc(NC(=O)c3ccccc3)nc2C)n(-c2ccc(Br)cc2)n1 | 2%
104 | CC(C(=O)Nc1ccccc1Cl)N(c1ccccc1)S(C)(=O)=O (configuration not stated) | 8%

Screening data as filed in PubChem.
